Compound activity as filed in PubChem BioAssay.
Mtb RmlCD inh: blocks M. tuberculosis RmlC and RmlD coupled enzymes; P9WH09+P9WH11; RmlC+RmlD coupled enzyme assay, percent inhibition; primary screen in compound mixtures; inhibition, % at 3.6 µM; 160,000 tested, 0.03% active; AID 1533; in the data active = inhibition mostly above about 34%, no sharp cut-off; inconclusive = no clear call, values can overlap the other calls; inactive = mostly below about 22%; also: some results filed as inactive read as strong as hits
Target sequence (P9WH09 whole entry, looked up): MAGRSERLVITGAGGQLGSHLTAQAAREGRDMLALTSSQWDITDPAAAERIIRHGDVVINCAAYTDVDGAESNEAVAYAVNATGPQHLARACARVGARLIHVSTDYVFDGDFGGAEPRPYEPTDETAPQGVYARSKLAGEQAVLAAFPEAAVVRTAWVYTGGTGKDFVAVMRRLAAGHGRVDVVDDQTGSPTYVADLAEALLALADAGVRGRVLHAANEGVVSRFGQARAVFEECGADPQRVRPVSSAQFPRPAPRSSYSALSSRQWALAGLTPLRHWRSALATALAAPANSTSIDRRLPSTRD
Target sequence (P9WH11 whole entry, looked up): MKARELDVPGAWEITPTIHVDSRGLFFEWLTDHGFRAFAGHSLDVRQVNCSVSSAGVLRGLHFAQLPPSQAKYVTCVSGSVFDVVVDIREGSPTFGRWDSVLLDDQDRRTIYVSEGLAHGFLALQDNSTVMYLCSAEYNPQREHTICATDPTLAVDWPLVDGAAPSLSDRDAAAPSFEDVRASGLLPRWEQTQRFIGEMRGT
M. tuberculosis GlmU: inhibition of mycobacterial GlmU enzyme – biochemical, glucosamine-1-phosphate acetyltransferase (AID 1376); inhibition, %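 (tested at 30 µM in the primary screen)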, or IC50 in µM where a hit was titrated; 220,000 tested, 0.25% active; M. tuberculosis GlmU acetyltransferase enzyme assay; higher % means a stronger effect; in the data active = inhibition above about 13%; inconclusive = no clear call, values can overlap the other calls;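 also: 0% = complete reaction with vehicle and 100% = reaction without substrate; strong numbers were not always called active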
The depositor's hits bear a star; ? = inconclusive; nt = not tested or not shown. Only part of the results is shown; rates above refer to the full screens.

Sample of the layout, seven compounds:
SMILES	Mtb RmlCD inh	M. tuberculosis GlmU
CCOc1ccc(Nc2nc3cc(S(=O)(=O)N(CC)CC)ccc3o2)cc1	6.3	3.7%
CN(Cc1nc(Cc2ccccc2F)no1)CC1(N2CCOCC2)CCCCC1	3.3	0.1%
C/C(=N/NC(=O)CNC(=O)C1COc2ccccc2O1)c1ccc2c(c1)OCCO2 (stereo unspecified)	-8.2	-2.5%
O=C(CSc1nccc(=O)[nH]1)c1cc2ccccc2o1	15.8	-3.8%
Cc1n[nH]c(C)c1S(=O)(=O)N1CCCC(C(=O)NCc2cccs2)C1 (stereo unspecified)	nt	-1.9%
CCN(CC)S(=O)(=O)c1ccc(OC(C)C)c(N)c1	-10.3	-4.3%
COc1cccc(C(=O)Nc2ccc(NC(=O)c3ccco3)nc2)c1	nt	-3.1%

The listing, previewed entries included:
SMILES	Mtb RmlCD inh	M. tuberculosis GlmU
CCOc1ccc(Nc2nc3cc(S(=O)(=O)N(CC)CC)ccc3o2)cc1	6.3	3.7%
CN(Cc1nc(Cc2ccccc2F)no1)CC1(N2CCOCC2)CCCCC1	3.3	0.1%
C/C(=N/NC(=O)CNC(=O)C1COc2ccccc2O1)c1ccc2c(c1)OCCO2 (stereo unspecified)	-8.2	-2.5%
O=C(CSc1nccc(=O)[nH]1)c1cc2ccccc2o1	15.8	-3.8%
Cc1n[nH]c(C)c1S(=O)(=O)N1CCCC(C(=O)NCc2cccs2)C1 (stereo unspecified)	nt	-1.9%
CCN(CC)S(=O)(=O)c1ccc(OC(C)C)c(N)c1	-10.3	-4.3%
COc1cccc(C(=O)Nc2ccc(NC(=O)c3ccco3)nc2)c1	nt	-3.1%
Cc1nn(Cc2ccc(Cl)cc2Cl)c(Cl)c1/C=C/C(=O)OCC(=O)NCC(F)(F)F	4.6	1.6%
Cc1c(NC(=O)Cn2cc([N+](=O)[O-])cn2)c(=O)n(-c2ccccc2)n1C	nt	-2.4%
Cc1cc(/C=C2/C(=O)NC(=O)N(c3ccc(Br)cc3)C2=O)c(C)n1C	10.0	3.4%
O=C(COC(=O)CCc1ccc(S(=O)(=O)N2CCOCC2)cc1)NC1CCCC1	-7.5	0.2%
Cc1ccc(C2C3C(=O)N(c4ccc(C)cc4)C(=O)C3N3CCCN23)cc1 (stereo unspecified)	-3.4	4.5%
CC(C)Sc1nc(-c2cccs2)nc2c1c(=O)n(C)c(=O)n2C	nt	1.3%
C=CCOC(=O)C1=C[C@H](c2ccccc2)[C@@H](CCCO)[C@H](OCC)O1	nt	0.9%
O=c1[nH]c2ccccc2n1C1=CCNCC1	13.3	-0.9%
CC(=O)NCC(=O)OCC(=O)N1c2ccccc2Sc2ccccc21	-12.6	-4.9%
CC(=O)Nc1ccc(S(=O)(=O)NC2=C(N3CCN(Cc4ccccc4)CC3)C(=O)c3ccccc3C2=O)cc1	-7.3	nt
COc1ccc2[nH]c(=O)c(CN(Cc3nnnn3CCc3ccccc3)CC3CCCO3)cc2c1 (stereo unspecified)	10.0	6.7%
CCOCC(O)CNc1ccccc1 (stereo unspecified)	nt	-1.3%
CCN(C(=O)COC(=O)c1cc(-c2ccccc2)nn1-c1ccccc1)C1CCS(=O)(=O)C1 (stereo unspecified)	-10.2	2.7%
c1ccc2c(N3CCNCC3)nsc2c1	11.1	0.2%
O=c1[nH]c(=S)[nH]c(O)c1CN1CCCCC1	4.6	5.4%
CC1(C)Oc2ccc3ccc(=O)oc3c2/C(=C/Nc2ccc(O)cc2)C1=O	nt	0.6%
O=C(COC(=O)CNS(=O)(=O)c1cccc(Br)c1)NC(=O)Nc1ccc2c(c1)OCCO2	-0.5	-3.1%
COc1ccc(Cn2c(C)nc3c(c(=O)c4ccccc4n3C)c2=O)cc1	1.6	-1.8%

Further results
SMILES	Mtb RmlCD inh	M. tuberculosis GlmU
COc1ccc(NS(=O)(=O)c2ccc(Cl)s2)cn1	-1.5	-1.3%
COc1ccccc1C(=O)N/C(=C\c1ccc(Br)cc1)C(=O)N1CCCC1	-3.2	2.7%
CCOc1ccc(CSC(=N)N)cc1Cl	28.5	-0.9%
O=C(O)CN1C(c2ccccc2O)Nc2ccc(Br)cc2C1c1ccccc1 (stereo unspecified)	8.1	3.2%
COc1ccc(C(=O)Nc2cccc(-c3cc4ccccc4oc3=O)c2)cc1[N+](=O)[O-]	-9.8	-1.4%
CC1CCCCC1NC1=NCCS1 (stereo unspecified)	-10.6	-5.5%
CCOCCCNC(=O)C1CCCN(S(=O)(=O)CC)C1 (stereo unspecified)	-6.0	-2.1%
N/C(=N\c1nc2ccccc2o1)NC(=O)c1ccccc1NC(=O)c1ccccc1	-6.3	-0.1%
CNC(=S)N/N=C/c1ccc(-c2cc([N+](=O)[O-])ccc2Cl)o1	-5.0	3.2%
COc1ccccc1NC(=O)/C(C#N)=C/C=C/c1ccco1	4.3	0.1%
Cc1ccc(-c2nc3cccnc3s2)cc1NS(=O)(=O)c1ccc2c(c1)OCCO2	3.3	-1.0%
Cc1ccsc1S(=O)(=O)N1CCC(CO)(CC2CCCCO2)CC1 (stereo unspecified)	-15.3	0.2%
CCCCC1=CC2=CC(=O)C(C)(OC(=O)CC)C(=O)C2=CN1CCc1ccc(Br)cc1 (stereo unspecified)	6.3	1.9%
CC(C)NC(=O)c1cnn2c1NC(c1cccs1)CC2C(F)(F)F (stereo unspecified)	nt	-1.4%
CCOc1cccc(C(=O)NC2CCCCC2)c1	4.3	2.6%
O=C(Oc1ccccc1)c1ccc2c(c1)C(=O)N(Cc1ccncc1)C2=O	5.2	5.8%
Cc1ccc(S(=O)(=O)N2CCOCC2)cc1C(=O)NCc1cccnc1	-8.7	1.9%
CN1CCN(CCC(=O)N/N=C/C=C2\N(C)c3ccccc3C2(C)C)CC1	10.7	-2.2%
CC1(C)SC(=S)N(c2ccccc2)C1/[N+]([O-])=C/c1cccc([N+](=O)[O-])c1 (stereo unspecified)	-0.9	10.9%
Cc1ccc(OCC(=O)Nc2ccc(F)cc2)c([N+](=O)[O-])n1	-10.5	0.3%
Cc1nnc(SCC(=O)O)o1	?	-3.8%
CC(C)CC(=O)Nc1cccc(C(=O)Nc2ccccc2C(=O)O)c1	-7.4	9.0%
CCOC(=O)c1sc(N2N=C(C)C(N=Nc3cccc(C)c3)C2=O)nc1C (stereo unspecified)	14.6	3.0%
C/C(=N\Nc1ccc2nncn2n1)c1ccccn1	4.5	1.4%
COCCCNC(=O)c1cn(C)c(=O)c2cc(OC)c(OC)cc12	nt	-2.6%

Record cards, from the list above:
`C/C(=N\Nc1ccc2nncn2n1)c1ccccn1` is listed as Mtb RmlCD inh: 4.5; M. tuberculosis GlmU: 1.4%
`CC1(C)SC(=S)N(c2ccccc2)C1/[N+]([O-])=C/c1cccc([N+](=O)[O-])c1` (stereo unspecified) is listed as Mtb RmlCD inh: -0.9; M. tuberculosis GlmU: 10.9%
`COc1ccc(NS(=O)(=O)c2ccc(Cl)s2)cn1` is listed as Mtb RmlCD inh: -1.5; M. tuberculosis GlmU: -1.3%

Continuation:
SMILES	Mtb RmlCD inh	M. tuberculosis GlmU
Cc1ccsc1C(=O)C1CCCN(Cc2c(C)nn(C(C)C)c2C)C1 (stereo unspecified)	nt	-3.3%
C=CCn1nc(-c2ccccc2)cc1C(=O)OCC	nt	2.8%
Cc1cccn2c(=O)c(/C=C(\C#N)C(=O)NCc3ccco3)c(N3CCOCC3)nc12	10.4	7.4%
O=C(N/N=C/c1c[nH]c2ccccc12)C1CC1(c1ccccc1)c1ccccc1 (stereo unspecified)	-2.4	-2.5%
CN(Cc1ccccc1)C(=O)c1ccc2c(c1)NC(=O)C(N1CCOCC1)S2 (stereo unspecified)	-6.6	-3.7%
Cc1ccc(C(c2nnnn2C2CCCCC2)N(C)C2CCCCC2)cc1 (stereo unspecified)	nt	4.3%
CCOC(=O)CCNC(=O)N1CCCC(C(=O)c2ccc3c(c2)OCO3)C1 (stereo unspecified)	-7.0	3.0%
CC(C)(C)NC(=O)Cn1nnc(-c2ccc(Cl)cc2)n1	-8.8	-1.2%
O=C(CS(=O)(=O)Cc1ccccc1)NCC1CCCO1 (stereo unspecified)	nt	3.2%
NC(=O)C[n+]1cccc(/C=N/O)c1	nt	-2.5%
FC(F)(F)c1cccc(N2CCN(Cc3ccoc3)CC2)c1	nt	-4.3%
CC(c1ccccc1)n1cncc1C(=O)N1CCCC1=O (stereo unspecified)	12.3	-0.4%
O=[N+]([O-])c1cccc(C2=NCCC(c3ccccc3)O2)c1 (stereo unspecified)	nt	-2.7%
CSc1nc(N2CCOCC2)c2c(c1C#N)CCCCC2	-4.2	-1.7%
COC(=O)/C(=C1/Oc2cc(C)oc(=O)c2S1)C(F)(F)F	nt	-1.4%
O=C(/C=C/c1cccc(F)c1)N1CCc2ccccc21	nt	-2.6%
Fc1ccc(-c2cc(C(F)(F)F)nc(-n3cncn3)n2)cc1	8.7	4.5%
CCOc1ccc(NC(=O)CN(C)S(=O)(=O)c2ccc3c(c2)CCC(=O)N3)cc1	-6.7	1.1%
O=C(Nc1ccccn1)c1ccc2nc(-c3ccccc3)c(-c3ccccc3)nc2c1	6.0	-2.4%
Cc1ccc(C)c(C(=O)C(C)OC(=O)c2cccn2C)c1 (stereo unspecified)	74.2	3.8%
COCCn1c(Cc2cccn2C)nnc1SCC(=O)Nc1nccs1	-15.0	2.8%
Cc1[nH]c(=O)[nH]c(=O)c1/C=N/NC(=O)[C@H](CC(C)C)NC(=O)OC(C)(C)C	4.9	nt
COc1ccc(F)c(C2C(C#N)=C(N)Oc3n[nH]c(C(C)(C)C)c32)c1 (stereo unspecified)	-3.4	1.1%
O=C(COC(=O)CCC(=O)Nc1nccs1)NCc1ccco1	nt	0.6%
COC(=O)N/N=C1\CCCc2c(C)cc(C)cc21	-13.1	4.1%

(next part)
SMILES	Mtb RmlCD inh	M. tuberculosis GlmU
CN(CC(=O)N1CCc2ccccc21)S(=O)(=O)c1cccc2cccnc12	-10.9	1.8%
c1ccc2c(NC3=NCCS3)cccc2c1	nt	0.5%
O=C(Nc1nc2cc3c(cc2s1)OCCO3)C1=COCCO1	nt	2.6%
Cc1nn(-c2ccccn2)c2c1C(=O)CC(C)(C)C2Br (stereo unspecified)	nt	-2.6%
CCn1c(CS(=O)Cc2ccc(Cl)cc2Cl)nnc1SCc1c(Cl)cccc1Cl (stereo unspecified)	nt	19.6%
COc1ccc(N/C=C2/CCCCC2=O)cc1	11.3	-0.1%
Cc1ccc(Cn2c([N+](=O)[O-])cnc2C)cc1	50.1	2.6%
O=[N+]([O-])c1ccc(O)c2cccnc12	-11.9	-0.3%
O=C(Nc1ccc(S(=O)(=O)N2CCc3ccccc32)cc1)c1ccco1	-5.3	-6.0%
C#CC[N+](C)(C)CCCCCCCC	nt	-1.4%
Nc1nonc1C(=O)NCCNS(=O)(=O)c1ccc(F)cc1	-9.9	1.6%
Cc1sc(NC(=O)CSc2ncn(-c3ccccc3)n2)nc1-c1ccccc1	nt	-5.8%
COc1ccc(N2CCN(C(CNS(=O)(=O)c3ccc4c(c3)OCCO4)c3ccco3)CC2)cc1 (stereo unspecified)	7.2	0.1%
Cc1c(C(=O)OCC(=O)Nc2ccccc2OC(F)F)cccc1[N+](=O)[O-]	nt	-4.5%
CC(C)(C)c1ccc(CN(Cc2ccco2)Cc2nnnn2C2CCCC2)cc1	5.3	0.9%
CCn1c(CC(=O)Nc2ccc(C)cc2)nnc1SCC(=O)NCCc1ccccc1	nt	3.4%
Cc1oc(-c2ccc3c(c2)OCCO3)cc1C(=O)NC(Cc1ccccc1)C(=O)O (stereo unspecified)	nt	2.8%
Cc1c(C(=O)Nc2ccc(Cl)cc2)c2ccccn2c1C(=O)c1ccc(F)cc1	-7.9	11.0%
CC(Cl)C(=O)Nc1cc(C(F)(F)F)ccc1N1CCOCC1 (stereo unspecified)	-3.8	-2.6%
O=c1[nH]c(SCc2cccc(Cl)c2)nc2[nH]ncc12	-11.2	5.2%
CC(C)OCCCNc1ncc2c(n1)CC(c1ccccc1)CC2=O (stereo unspecified)	14.9	-1.5%
COc1cc(/C=N/NC(=O)Cn2nc([N+](=O)[O-])cc2C)cc(Br)c1OCc1ccccc1	1.7	-5.1%
NC(=O)C(c1ccc(Cl)cc1)c1ccc(Sc2ccc(Cl)cc2)nn1 (stereo unspecified)	nt	-4.8%
Cc1ccc(S(=O)(=O)Oc2ccccc2/C=N/NC(N)=S)cc1	-2.5	-6.0%
Cn1c(=O)n(C)c2cc([N+](=O)[O-])c(N3CCN(S(=O)(=O)c4ccc(C(C)(C)C)cc4)CC3)cc21	nt	-5.2%

The list continues:
SMILES	Mtb RmlCD inh	M. tuberculosis GlmU
CC(=O)C1(c2ccccc2)CCNCC1	-10.2	3.2%
CC(C)(C)n1nc2c(c1NC(=O)c1ccc(Br)cc1)CS(=O)C2 (stereo unspecified)	8.0	-2.0%
Cc1cc(C)c2c(-n3cccc3)c(NC(=O)OC(C)C)sc2n1	-1.4	-5.8%
O=[N+]([O-])c1cccnc1NCc1cccs1	9.3	1.8%
CCC(C)C(NS(=O)(=O)c1ccc(C)cc1)C(=O)O (stereo unspecified)	-10.1	7.0%
CCc1cccc(NC(=O)Cn2c(-c3ccccc3)cc(C(C)=O)c2C)c1	7.3	3.1%
CCOC(=O)c1ccc(N2C(=O)C3CC=CCC3C2=O)cc1 (stereo unspecified)	12.8	-1.6%
COC(=O)c1sccc1NC(=O)c1cc(-c2cc(C)ccc2C)nc2ccccc12	nt	1.3%
Cc1ccc(NS(=O)(=O)c2cccc(C(=O)NCC(c3cccs3)N(C)C)c2)cc1 (stereo unspecified)	-13.1	0.9%
COc1cccc(C2CC(=O)C3=C(C2)Nc2ccccc2N(C(=O)CCC(=O)O)C3c2ccc(F)cc2)c1 (stereo unspecified)	-21.6	-1.2%
CN(C)CC#CCC(O)(c1ccccc1)C1CCCC1 (stereo unspecified)	10.4	1.8%
CCC(=O)N/C(N)=N/c1nc2ccccc2o1	nt	4.3%
